Source: PubChem BioAssay (The Scripps Research Institute Molecular Screening Center)
MITF primary: inhibitors of human MITF | inhibition, % at 2.6 µM | AlphaScreen MITF homodimerization, bead proximity signal | hit rate 0.91% among 650,000; in the data active = inhibition above about 50%;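 note: 0% = vehicle wells with protein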
Target sequence (O75030 whole entry, looked up): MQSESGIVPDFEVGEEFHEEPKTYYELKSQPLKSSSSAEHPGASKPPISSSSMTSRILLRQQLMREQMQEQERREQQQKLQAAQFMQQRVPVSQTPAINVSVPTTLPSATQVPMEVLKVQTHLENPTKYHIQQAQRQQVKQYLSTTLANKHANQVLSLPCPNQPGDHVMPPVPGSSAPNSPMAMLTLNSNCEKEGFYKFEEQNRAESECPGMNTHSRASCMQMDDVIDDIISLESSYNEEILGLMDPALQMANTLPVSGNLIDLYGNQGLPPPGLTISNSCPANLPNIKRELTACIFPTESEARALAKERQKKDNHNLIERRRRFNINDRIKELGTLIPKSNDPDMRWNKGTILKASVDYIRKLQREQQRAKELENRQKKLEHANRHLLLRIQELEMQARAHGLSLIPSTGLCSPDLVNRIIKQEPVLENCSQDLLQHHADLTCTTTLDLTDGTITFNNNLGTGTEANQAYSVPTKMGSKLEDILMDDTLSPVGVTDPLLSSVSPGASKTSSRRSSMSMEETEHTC
FBW7 activator: human FBW7 E3 ligase activation, primary screen; Q969H0; normalized activity (activation), % at 26.1 µM; hit rate 0.13% among 650,000; AlphaScreen FBW7–phospho-cyclin E peptide binding, activator screen; in the data active = normalized activity above about 1.9%;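 note: purified mutant Fbw7 with reduced substrate affinity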
GPR151 ag: human GPR151 activation; activation, % at 11.2 µM; hit rate 1% among 650,000; PathHunter beta-arrestin GPR151 cells, luminescence; Q8TDV0; AID 1508602; in the data active = activation above about 4.9%;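 note: 0% = median of compound wells and 100% = cells with positive control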
Target sequence (Q8TDV0 whole entry, looked up): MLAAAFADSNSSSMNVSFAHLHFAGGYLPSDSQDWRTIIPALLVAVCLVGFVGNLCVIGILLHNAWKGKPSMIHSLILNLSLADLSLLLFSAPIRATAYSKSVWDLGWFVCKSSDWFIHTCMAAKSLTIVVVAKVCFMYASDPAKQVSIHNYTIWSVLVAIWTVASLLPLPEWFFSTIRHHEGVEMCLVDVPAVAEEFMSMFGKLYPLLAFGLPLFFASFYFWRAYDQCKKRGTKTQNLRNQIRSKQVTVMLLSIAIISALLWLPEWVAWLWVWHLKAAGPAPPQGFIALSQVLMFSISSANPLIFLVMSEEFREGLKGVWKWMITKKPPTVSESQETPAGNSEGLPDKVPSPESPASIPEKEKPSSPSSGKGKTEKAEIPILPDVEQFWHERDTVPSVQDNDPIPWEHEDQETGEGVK
TEAD-YAP block: TEAD-YAP interaction inhibition. HEK-TIYL cells, TEAD-Gal4/YAP UAS-luciferase luminescence. inhibition, % at 9.12 µM. hit rate 1.4% among 640,000. AID 1259422; in the data active = inhibition above about 32%;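 note: 0% = median of test compound wells and 100% = reference inhibitor wells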
Active calls of the source: *; x = not tested or not shown.

SMILES | GPR151 ag | FBW7 activator | TEAD-YAP block | MITF primary
COc1ccc(-n2nc3c(c2NC(=O)c2c(F)cccc2Cl)CS(=O)(=O)C3)cc1 | -0.7 | -0.1 | 2 | 3
Cc1cccc(CN(c2ccccc2)S(C)(=O)=O)c1 | -0.5 | 0.0 | -2 | 15
CCCC(=O)Nc1cc(C(F)(F)F)ccc1N1CCOCC1 | 0.4 | -0.2 | -1 | 5
COc1ccc(Nc2nc(S(=O)(=O)c3ccc(C)cc3)c(Cl)s2)cn1 | 0.7 | 0.4 | 9 | 10
CCOC(=O)CNC(=O)c1cc2c(n(-c3ccc(C)cc3)c1=O)CCCC2=O | -1.2 | 0.3 | -4 | 20
Fc1ccc(N2CCN(C3=Nc4cccc5cccc3c45)CC2)cc1 | -1.8 | -0.1 | -11 | 22
COC(=O)C1=CNC=C(C(=O)OC)C1c1cc(OC)c(Br)cc1OC | 1.1 | 0.7 | -1 | 1
CCOC(=O)c1cnn(-c2ncnc3sc4c(c23)CCCC4)c1N | -1.4 | -0.1 | 3 | 1
Cc1ccc(C(=O)Nc2ccc3oc(-c4ccc(F)cc4)nc3c2)cc1C | 1.1 | -0.1 | 13 | 12
C=CCN1C(=O)C2(Oc3ccc(Br)cc3C3CC(c4ccc(OC)cc4)=NN32)c2ccccc21 (centres undefined) | -1.3 | 0.5 | -24 | 20
CC(C)(C)CN1CCNC(=O)C1CC(=O)NCC1(N2CCOCC2)CCCC1 (centres undefined) | 0.3 | 0.1 | 7 | 4
COc1ccc(C2=NN(CC(=O)N3CCCC3)C(=O)CC2)cc1 | 2.6 | -0.1 | 0 | 0
Cc1cccc(N(C)C(=O)Cc2c(C(=O)O)n(C)c3ccccc23)c1 | 0.8 | -0.1 | -7 | -9
CCCCNC(=S)N/N=C/c1cccc(OCC)c1O | -0.6 | -0.1 | -35 | 1
CC1CCN(C(=O)c2cc3nc(-c4ccc(Cl)cc4)cc(C(F)(F)F)n3n2)CC1 | 0.2 | 0.2 | 6 | 21
c1ccc(Nc2nc3ccccc3o2)cc1 | -7.6 | 0.1 | -57 | 9
CC1CCc2c(sc(NC(=O)c3ccc(N4C(=O)CCC4=O)cc3)c2C(N)=O)C1 (centres undefined) | 0.6 | 0.1 | 6 | 6
CC(C)(C)C(=O)NCC(c1cccnc1)N1CCN(c2ccccc2F)CC1 (centres undefined) | 0.3 | 1.1 | 2 | 7
COc1ccc2c(c1)SC(C)C(=O)N2Cc1cc(C)on1 (centres undefined) | 0.5 | 0.0 | 3 | 16
O=C1CC(c2cccc(Br)c2)c2c(ccc3ccccc23)N1 (centres undefined) | -0.1 | -0.2 | 51* | 5
Cc1nc2c(-c3ccccc3)c(C)nn2c(C)c1CCC(=O)NCc1ccc(F)cc1 | 0.3 | -0.2 | 2 | 15
O=C(NNC(=O)c1ccccc1[N+](=O)[O-])c1cnccn1 | -1.4 | -1.1 | -5 | 12
Cc1ccc(S(=O)(=O)N(CC(=O)Nc2ccc3c(c2)OCO3)c2cc(Cl)cc(Cl)c2)cc1 | -0.3 | 0.1 | 4 | 0
CC(C)Oc1ccc(C2C3=C(CC(C)(C)CC3=O)NC3=C2C(=O)CC(C)(C)C3)cc1 | 0.1 | -0.1 | 3 | -3
CCCNC(=O)c1ccnc(-c2cccs2)c1 | -1.0 | -0.1 | -6 | 6
NC(=O)c1ccc(Nc2nccn3c(-c4ccccc4Oc4ccccc4)cnc23)cc1 | -0.2 | 0.0 | 13 | 4
CN1CC(=O)N2CCN(Cc3cn(C)nc3-c3ccccc3)C[C@@H]2C1=O | -0.9 | -0.3 | -8 | 6
Clc1cccc(N/N=C/c2ccc(N3CCOCC3)cc2)c1 | 0.5 | 0.0 | -19 | -15
COc1ccc(N2CCN(C(CNC(=O)C(=O)NCCO)c3ccco3)CC2)cc1 (centres undefined) | 0.5 | -0.1 | 4 | 6
Cc1ccc2nc(N3CCC(NCc4ccc(F)cc4)CC3)nc(C)c2c1 | 0.4 | 0.3 | 4 | -12
NS(=O)(=O)c1ccc(NC(=O)CCS(=O)(=O)c2ccccc2)cc1 | 1.9 | 0.1 | -12 | 14
O=S(=O)(Nc1ccc(NS(=O)(=O)N2CCCCC2)cc1)N1CCCCC1 | -0.5 | 0.2 | 9 | 0
CCOC(=O)c1sc(NC(=O)Cn2cnc([N+](=O)[O-])c2)c(C(=O)OCC)c1C | -0.4 | 0.1 | -7 | 7
O=C1c2cccc([N+](=O)[O-])c2C(=O)N1c1cccc2ccccc12 | -0.5 | -0.5 | -1 | -5
CCOc1cccc2cc(C(=O)/C=C/c3ccc([N+](=O)[O-])cc3)c(=O)oc12 | 0.6 | -0.2 | 5 | 3
COc1ccc(OC)c2[nH]c(C(=O)N3CCC(O)(c4ccccn4)CC3)cc12 | -1.0 | 0.0 | -9 | -3
CC(=O)c1ccc(NC(=O)CCCSc2nc3ccccc3s2)cc1 | -0.7 | -0.1 | -19 | -5
COc1ccc(NC(=O)C(=O)c2ccccc2NC(C)=O)c(OC)c1 | 0.6 | -0.1 | 14 | 11
O=C1CCCN1CCn1cnc2c(Nc3ccc(N4CCOCC4)cc3)nc(N3CCc4ccccc4C3)nc21 | 13* | -0.4 | 3 | -5
O=C(O)CCC/C=C\C[C@H]1C(=O)C[C@@H](O)[C@@H]1/C=C/[C@@H](O)CCCCCO | -1.4 | x | x | 3
O=C(NCc1cccnc1)c1cccc(Nc2ccccc2)c1 | 1.6 | 0.4 | -6 | 18
COC(=O)c1cccc(N2C(=O)c3ccc(-c4nc5ccccc5c(=O)o4)cc3C2=O)c1 | 0.4 | 0.1 | -2 | -2
Cc1ccc2c(c1)N(CCCC(=O)N1CCCCCC1)C(=O)CO2 | 0.3 | -0.3 | 8 | -1
CC(C)=CC(=O)Nc1ccc(S(=O)(=O)Nc2nc(C)cc(C)n2)cc1 | -1.8 | 0.2 | 0 | 16
O=C(CC12CC3CC(CC(C3)C1)C2)Nc1ccc(NC(=O)c2ccco2)cc1 | 1.2 | 0.3 | 4 | 16
NC1=NN=C(c2ccc(Cl)cc2)CS1 | 0.6 | -0.2 | 0 | -2
C#CCn1c(=O)c(=O)n(C(C)C)c2ccc(C(F)(F)F)cc21 | -1.9 | 0.0 | -22 | 0
CN(C)CCNC(=O)c1cccc(-c2cncc(-c3cccc(CO)c3)n2)c1 | 0.4 | 0.0 | -2 | 8
Cc1ccc(N(CC(=O)O)C2SC(=O)NC2=O)cc1 (centres undefined) | 5.7* | -0.1 | 2 | 13
CC(C)[C@H](Cn1nc(-c2ccc(F)c(F)c2)ccc1=O)NC(=O)c1cnn2cccnc12 | -0.4 | 0.0 | 4 | -10
Cc1ccc(C(=O)COC(=O)c2ccc(F)cc2)cc1[N+](=O)[O-] | -2.2 | -0.3 | -3 | 6
N#C/C(=C(/O)CSc1nnc(NCc2ccccc2)s1)c1nc2ccccc2[nH]1 | -0.1 | 0.4 | -3 | 10
CN(C)CCOC(=O)NCC12CC3CC(CC(C3)C1)C2 | -0.1 | 0.1 | -7 | 12
Cc1ccc(CN[C@H]2C[C@H]3C(=O)N[C@H](CO)C(=O)N3C2)cc1F | -0.5 | 0.0 | 7 | 5
NC(=O)c1ccc(C(=O)O)s1 | -0.3 | 0.0 | 5 | 2
c1ccc(CNc2c(-c3cccnc3)nc3cnccn23)cc1 | -0.7 | -0.1 | -4 | -13
O=C1OC(c2cccc(I)c2)=N/C1=C\c1ccc(Br)o1 | 0.2 | -0.1 | 0 | -11
O=C1COc2ccc(C(=O)COC(=O)c3ccc(N4CCCCC4)c([N+](=O)[O-])c3)cc2N1 | 0.5 | 0.1 | -6 | -8
CN(C(=O)CN1C(=O)COc2c1cc(Cl)c1cccnc21)C1CCCCC1 | -0.1 | -0.4 | -6 | -6
COC(=O)CSCC(=O)Nc1ccccc1C(F)(F)F | -0.6 | -0.1 | 5 | 4

A different layout for four compounds above.
CC(C)[C@H](Cn1nc(-c2ccc(F)c(F)c2)ccc1=O)NC(=O)c1cnn2cccnc12
  GPR151 ag: -0.4
  FBW7 activator: 0.0
  TEAD-YAP block: 4
  MITF primary: -10
COc1ccc(NC(=O)C(=O)c2ccccc2NC(C)=O)c(OC)c1
  GPR151 ag: 0.6
  FBW7 activator: -0.1
  TEAD-YAP block: 14
  MITF primary: 11
CCOc1cccc2cc(C(=O)/C=C/c3ccc([N+](=O)[O-])cc3)c(=O)oc12
  GPR151 ag: 0.6
  FBW7 activator: -0.2
  TEAD-YAP block: 5
  MITF primary: 3
NC(=O)c1ccc(C(=O)O)s1
  GPR151 ag: -0.3
  FBW7 activator: 0.0
  TEAD-YAP block: 5
  MITF primary: 2

Continuation:
SMILES | GPR151 ag | FBW7 activator | TEAD-YAP block | MITF primary
COCCN1C(=O)CC(CC(=O)N2CCSCC2)(c2ccccc2Cl)C1=O (centres undefined) | -1.3 | 0.1 | -60 | -1
Cc1nnc(NC(=O)/C=C/c2cccs2)s1 | -0.2 | -0.2 | -7 | -4
CC(=O)N1CCC(N2Cc3cc(C)ccc3OC(C)C2)CC1 (centres undefined) | 0.4 | 0.0 | -5 | 8
CCOc1ccc(C2CC(c3ccccc3O)=NN2C(C)=O)cc1 (centres undefined) | 1.5 | -0.1 | -37 | -1
COc1ccccc1-c1nnc(SCCC(=O)O)n1C | 0.2 | -0.1 | -3 | 7
Cc1nc2nc[nH]n2c(=O)c1CCC(=O)NCc1ccc2c(c1)OCO2 | 0.5 | 0.3 | 9 | 13
CN(C)CCCN(CCCN(C)C)Cc1cc(Cl)cc(Cl)c1O | 1.1 | 0.4 | -5 | -3
CCc1ccccc1NC(=O)c1ccc(F)c(S(=O)(=O)N2CCC(C(N)=O)CC2)c1 | -0.7 | 0.2 | 0 | 6
COc1cccc(N=c2c([N+](=O)[O-])nn(-c3ccccc3C)n2O)c1 | -1.0 | 0.0 | -2 | 13
CC1=C(C(=O)OCCc2ccccc2)C(c2ccccc2OC(C)C)C2=C(CC(C)(C)CC2=O)N1 (centres undefined) | -1.6 | 0.8 | -13 | 3
CCN(CC)CCNC(=O)c1ccc(-c2ccccc2)cc1 | -0.9 | 0.0 | 15 | -5
O=S(=O)(/C=C/c1ccccc1)Nc1cccc(-c2ccc(N3CCCC3)nn2)c1 | -0.1 | -0.2 | -21 | 5
CC(=O)Nc1ccc(SCc2csc(Nc3ccc(C)cc3)n2)cc1 | 3.0 | -0.1 | -63 | 3
CCn1c(C)c(CCC(=O)NCCCOC)c(=O)n2nc(-c3ccccc3OC)cc12 | -0.6 | 0.1 | 5 | 8
Cc1ccc2c(c1)C(C)(c1ccccc1)CC(C)(C)N2C(=O)CSc1nncn1C (centres undefined) | -1.6 | -0.3 | 1 | 1
OCCC1CN(Cc2ccc3cc(Cl)ccc3n2)CCN1Cc1ccsc1 (centres undefined) | 1.3 | 0.0 | 7 | 7
COc1cccc(C2C(C(=O)Nc3cccc(F)c3)=C(C)NC3=C2C(=O)CCC3)c1OC (centres undefined) | 2.3 | 0.1 | 5 | 2
CCc1ccc(Nc2nnc(SCC(=O)N3CCCC3)s2)cc1 | -0.9 | 0.0 | 4 | -1
Cc1cccn2c(CN(C)Cc3ccncn3)c(C(=O)N(C)CCc3ccccc3)nc12 | -0.3 | 0.2 | 4 | -17
CCN(CC)C(=O)/C(=C\c1ccc2c(c1)OCO2)NC(=O)c1ccccc1Br | -1.6 | 0.2 | 0 | -25
Cc1ccc(C(=O)NC(NCC2CCCO2)C(Cl)(Cl)Cl)cc1 (centres undefined) | -0.8 | 0.2 | 2 | 7
Cc1ccccc1N(C(=O)c1ccccn1)C(C(=O)NCc1ccccc1)c1ccncc1 (centres undefined) | -0.1 | -0.1 | 1 | -5
Cc1nc2ccccc2c2oc(C(=O)NC3CC3)cc12 | 0.0 | 0.0 | 4 | 6
CCn1c2ccccc2n2cc(-c3ccc(Br)cc3)nc12 | 2.9 | 2.3* | -12 | -11
Cc1n[nH]c(=O)nc1N/N=C/c1ccccc1Br | -8.2 | 0.0 | -7 | 16
O=C(C1CC1)N1CCC2(CC1)Nc1ccccc1-n1cccc12 | -1.1 | -0.1 | -11 | 8
COc1ccc(/C=C2\C(=O)Nc3ccc(F)cc32)cc1 | 2.2 | -0.2 | -20 | -2
CCOC(=O)c1oc2ccccc2c1NC(=O)CN1CCN(C)CC1 | -1.3 | 0.0 | 6 | 10
COCCCNCCOc1ccc(C(C)(C)C)cc1C | 0.2 | 0.5 | -5 | 23
NC(C(=O)N1CCC(Nc2ccc3[nH]ncc3c2)CC1)c1ccc(-c2ccccc2)cc1 (centres undefined) | -0.5 | 0.1 | 38* | 3
Cc1cc(Cl)ccc1NC(=O)CN1CCN(CCN=CC2=C(O)CC(c3ccc(Cl)cc3)CC2=O)CC1 (centres undefined) | -0.7 | 0.8 | 22 | 16
Cc1ccc2c(c1)N(Cc1ccncc1)C(=O)C(C)S2 (centres undefined) | 3.6 | 0.1 | -2 | 11
CSc1ccc(C(=O)O)s1 | 1.6 | 0.4 | -2 | 75*
Cc1nc2c(C)cccn2c1C(=O)Nc1cccc(C(F)(F)F)c1 | 2.1 | -0.4 | -8 | 3
O=C(N/N=C/c1cccc2cccnc12)c1ccccc1Br | 1.2 | 0.0 | -7 | 26
O=C(CCCl)Nc1ccc2c(c1)OCO2 | -0.3 | 0.0 | 1 | -17
COc1ccc(N2C(=O)CC(Sc3nc(O)c(C)c(=O)[nH]3)C2=O)cc1 (centres undefined) | 1.1 | -0.2 | -11 | 3
CC(C)c1ccc(N(C)S(=O)(=O)c2ccc3[nH]cc(C(=O)NCC4CCCO4)c(=O)c3c2)cc1 (centres undefined) | 0.8 | -0.1 | -7 | -1
COc1ccc(CCNC(=O)c2ccnc(Nc3ccc(N4CCOCC4)cc3)c2)cc1 | -0.5 | -0.1 | 8 | -2
O=C1Cc2ccccc2N1c1ccccc1 | 9.9* | 0.6 | 0 | -6
O=C(/C=C/C(Cl)(Cl)Cl)c1ccccc1 | -0.7 | 0.0 | 0 | 10
